TIM10 inh: TIM10 yeast growth inhibition; 1.4% of 330,000 active; inhibition, % at 10 µM; S. cerevisiae TIM10 strain growth, BacTiter-Glo luminescence, 24 h;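 active = inhibition of 40% or more at the single tested concentration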;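 note: wild-type TIM10 isogenic control strain grown at permissive 25 °C; 0% = DMSO yeast wells and 100% = minimal medium wells without yeast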
tim23-1 inh: inhibits growth of tim23-1 mutant yeast. S. cerevisiae tim23-1 growth, BacTiter-Glo luminescence, 24 h. inhibition, % at 20 µM. 1.3% of 330,000 active. AID 463212;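 active = growth inhibition of the mutant yeast at or above 50%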;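 note: temperature-sensitive mutant grown at 25 °C; plate controls were DMSO-treated mutant yeast for no effect and medium wells lacking yeast for full effect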
Jurkat NFkB inh: lowers PMA/ionomycin-induced NF-kB signal in Jurkat cells; PMA/ionomycin-induced NF-kB luciferase reporter, luminescence; inhibition, % at 4 µM; 0.53% of 330,000 active; in the data active = inhibition above about 50%
Mdm2 MdmX PPI: inhibitors of human Mdm2/MdmX interaction; AID 485346; O15151+Q00987; 3% of 330,000 active; SaOS-2 split-luciferase Mdm2/MdmX complementation, luminescence; inhibition, % at 8 µM;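 active = inhibition of at least 50% at 8 µM in the primary screen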
Target sequence (O15151 whole entry, looked up): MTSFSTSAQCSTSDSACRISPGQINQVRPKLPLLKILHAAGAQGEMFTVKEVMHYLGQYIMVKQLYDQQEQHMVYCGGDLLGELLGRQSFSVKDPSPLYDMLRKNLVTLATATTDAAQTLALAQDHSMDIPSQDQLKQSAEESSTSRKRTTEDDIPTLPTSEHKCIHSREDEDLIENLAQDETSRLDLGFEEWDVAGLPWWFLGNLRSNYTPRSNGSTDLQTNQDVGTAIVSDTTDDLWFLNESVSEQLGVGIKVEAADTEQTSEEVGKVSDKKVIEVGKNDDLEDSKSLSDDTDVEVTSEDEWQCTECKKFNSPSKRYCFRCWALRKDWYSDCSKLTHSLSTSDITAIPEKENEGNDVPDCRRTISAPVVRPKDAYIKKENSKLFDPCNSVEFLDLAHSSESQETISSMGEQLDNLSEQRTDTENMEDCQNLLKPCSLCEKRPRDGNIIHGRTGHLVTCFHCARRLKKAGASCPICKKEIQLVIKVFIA
Target sequence (Q00987 whole entry, looked up): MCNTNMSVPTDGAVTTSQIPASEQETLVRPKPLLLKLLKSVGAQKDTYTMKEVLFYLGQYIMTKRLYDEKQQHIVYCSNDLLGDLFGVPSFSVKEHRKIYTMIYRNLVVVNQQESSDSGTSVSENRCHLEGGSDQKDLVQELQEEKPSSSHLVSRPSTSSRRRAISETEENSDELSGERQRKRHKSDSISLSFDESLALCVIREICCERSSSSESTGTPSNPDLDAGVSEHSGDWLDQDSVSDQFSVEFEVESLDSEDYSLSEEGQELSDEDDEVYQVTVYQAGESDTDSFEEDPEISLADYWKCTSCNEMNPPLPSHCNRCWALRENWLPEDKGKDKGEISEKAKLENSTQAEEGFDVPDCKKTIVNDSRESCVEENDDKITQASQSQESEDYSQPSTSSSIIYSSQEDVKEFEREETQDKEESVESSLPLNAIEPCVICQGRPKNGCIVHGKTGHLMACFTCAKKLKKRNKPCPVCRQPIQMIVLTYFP
UPR CHOP act: apoptotic UPR (CHOP) activation. CHO-CHOP luciferase reporter, luminescence; percent of tunicamycin response over DMSO baseline. activation, % at 10 µM. 0.34% of 330,000 active;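 active = at 10 µM dose, activation of 40% or more, normalized to positive control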;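 note: 100% = tunicamycin at 10 µg/mL and 0% = DMSO alone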
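Assay system: CHO cells with stable CHOP pathway luciferase reporter; Buffer or medium: F12 plus 10% serum; Times: 16-18 h cell attachment, then 6 h compound exposure, 37 °C; Signal: luciferase luminescence; Read-out basis: percent activation relative to tunicamycin control; Control set: tunicamycin high control, DMSO low control.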
697 NFkB inh: inhibitors of the PMA/ionomycin-induced NF-kB reporter in 697 B cells; 697 B-cell NF-kB luciferase reporter, 16 h; inhibition, % at 4 µM; 0.33% of 330,000 active; in the data active = inhibition above about 35%
tim10-1 inh: inhibits growth of tim10-1 mutant yeast. S. cerevisiae tim10-1 ts strain growth, BacTiter-Glo, 24 h. inhibition, % at 20 µM. 2.2% of 330,000 active. AID 463190;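 active = inhibition of at least 40%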;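 note: mutant grown at 25 °C; 0% = DMSO wells with yeast and 100% = wells holding no yeast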
XBP1 UPR activ: adaptive UPR (XBP1) activation | CHO-XBP1 luciferase reporter, IRE1-XBP1 UPR activation, luminescence; percent of tunicamycin response, DMSO as zero | activation, % at 20 µM | 0.33% of 330,000 active;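 active = versus positive control, 20 µM dose yields 30% or more activation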;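 note: 100% = tunicamycin at 10 µg/mL and 0% = DMSO only wells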
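Material: CHO cell line with stable XBP1 luciferase reporter; buffer or medium: F12 medium containing 10% fetal bovine serum; compound: single point, 20 µM final compound, 1% DMSO; incubation: 6 h treatment, 37 °C; measured by: glow luminescence from Steady-Glo reagent; evaluation: activation, % of tunicamycin; control set: tunicamycin high, DMSO low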
An asterisk follows results filed as active.

molecule,TIM10 inh,tim23-1 inh,Jurkat NFkB inh,Mdm2 MdmX PPI,UPR CHOP act,697 NFkB inh,tim10-1 inh,XBP1 UPR activ
O=C(O)CCN1C(=O)c2ccc(NC(=O)CSc3ccccc3)cc2C1=O,-3,2,8,-3,0.3,12,11,2
O=C(CN1C(=O)CCSc2ccc(S(=O)(=O)N3CCOCC3)cc21)Nc1cccc(F)c1,-1,11,10,9,-0.4,8,16,-4
O=[N+]([O-])c1cccc(-c2nnc3cccc(Cl)n23)c1,7,6,0,-33,3.6,6,-1,-1
CCc1ccc(-c2nc3ccc(Br)cc3c(C(=O)O)c2C)s1,-8,8,-12,-7,-1.2,-3,13,-1
COC(=O)C(CC(C)C)NC(=O)/C=C/c1ccc(Cl)cc1 (centres undefined),-7,17,7,9,-2.1,8,21,0
Cc1ccnc(-n2c(C)cc(/C=N/NC(=O)COc3cccc4cccnc34)c2C)c1,10,4,7,1,2.6,4,-7,3
S=C(NC1CCCCC1)NC1CC2CCC(C1)N2Cc1ccccc1 (centres undefined),-5,6,5,9,-1.3,-9,4,3
CCCCC(=O)Nc1ncc2c(n1)CC(C)(C)CC2=O,9,12,-12,-14,0.2,-2,20,-1
CCC(C)(C)C1CCC2(CC1)NC(=O)N(CC(=O)N1CCN(S(=O)(=O)c3cc(C)ccc3C)CC1)C2=O (centres undefined),4,10,10,82*,4.1,-8,9,81*
COCCn1c(SC(C)C(=O)NC2CCCCC2C)nc2ccccc2c1=O (centres undefined),14,1,4,-25,0.4,-47,-2,-1
CCNc1nc(N)nc(Oc2ccc(OCCOc3ccccc3)nn2)n1,-1,20,-12,11,0.6,3,13,6
CCOC(=O)NN1C(=O)c2ccccc2NC1c1ccccc1F (centres undefined),6,2,11,6,1.4,21,18,10
O=C(NCc1ccco1)c1cccc(S(=O)(=O)N2CCCCC2)c1,13,9,-16,24,-1.2,6,11,-2
CC1CCc2nc(NC(=O)CSc3nc4ccccc4o3)sc2C1 (centres undefined),-28,1,-37,42,-1.6,-110,-19,-8
O=c1cc(CN2CCN(c3cccc(C(F)(F)F)c3)CC2)nc2sccn12,26,5,8,-2,-1.2,12,25,-2
CC(C)N(O)C(=O)NC(C)(C)C,-5,4,11,10,1.9,12,4,-2
CCn1c(=O)c2ccccc2n(Cc2cccc(C)c2)c1=O,-8,19,12,-10,5.6,2,1,-2
O=C(c1cccs1)N1CCN(c2nc3c(F)cc(F)cc3s2)CC1,18,34,-4,-10,10,-20,26,2
S=C(NCc1ccc2c(c1)OCO2)NCc1ccco1,19,18,1,9,0.9,-4,10,1
O=C(N/N=C/c1cc(Cl)cc([N+](=O)[O-])c1O)C1CC1,4,41,-16,15,0.6,-18,15,0
CN(c1ccccc1)S(=O)(=O)c1cccc(NC(=O)CSc2nnc(N)s2)c1,4,11,-10,-3,-0.8,-16,19,-1
O=C1NC(=S)S/C1=C\c1coc2ccccc2c1=O,44*,28,-2,-16,1.5,-29,13,3
O=C(NNC(=O)c1ccco1)c1cccc(Br)c1,-3,-2,13,-20,4.0,18,-17,0
NC(=S)N/N=C/c1coc2ccc(O)cc2c1=O,4,-14,4,13,3.3,9,2,-1
COC(=O)c1ccccc1NC(=O)C1CCC(=O)N1S(=O)(=O)c1ccc(C)cc1 (centres undefined),-2,3,0,17,-0.4,-2,8,-1
O=C(COc1ccc(Cl)cc1Cl)N(c1ccccn1)C1CCCCC1,22,40,-7,-2,3.1,28,16,-2
C=CCNC(=O)NC(=O)COC(=O)/C(C#N)=C/c1ccc(OC)cc1,1,3,4,-4,1.8,4,2,-1
Cc1onc(-c2ccccc2)c1-c1csc(N/N=C/c2ccccc2)n1,12,24,21,15,0.5,-3,15,-3
COc1ccccc1/C=N/OC(=O)c1ccc(C)cc1,1,27,2,-7,2.8,0,8,1
CCc1nnc(NC(=O)c2ccc(-c3cc(C(F)(F)F)ccc3Cl)o2)s1,-11,-11,4,12,-0.9,23,11,0
CCOc1ccc(NC(=O)CSc2nnc(-c3ccccc3Cl)n2Cc2ccco2)cc1,4,29,16,4,0.9,16,21,-4
CN(C)c1cc(-c2ccc(Cl)c(Cl)c2)oc(=O)c1Cl,-9,-7,3,48,-0.5,11,-10,-2
C/C(=C\C(=O)c1ccc(Br)cc1)NCc1ccc2c(c1)OCO2,-17,-23,-1,13,-0.4,35,-21,4
CCOc1ccc(NC(=O)CN(C)C(=O)CCNC(=O)c2ccco2)cc1OCC,7,-12,16,-13,-2.9,19,-10,-5
CN1CCCN(Cc2ccccc2Br)CC1,-3,1,-23,4,-0.1,-27,1,-3
O=C(Nc1ccc(S(=O)(=O)NCCc2ccccc2)cc1)c1ccc(Br)o1,15,6,8,26,0.0,-2,12,1
O=C1C2CC=C(Cl)CC2C(=O)N1CN(Cc1ccco1)CN1C(=O)C2CC=C(Cl)CC2C1=O (centres undefined),-3,24,-8,16,-0.4,7,9,-4
COc1ccc(CNC(=S)Nc2ccccc2C)cc1,28,23,9,15,-3.0,20,25,-3
Cc1nc2sc(-c3ccccc3)cc2c(=O)n1/N=C/N(C)C,7,0,-58,-49,6.0,-74,4,3
CN(C(=O)COC(=O)CNC(=O)C1CCCCC1)c1ccccc1,-1,13,3,-17,-0.5,23,0,0
CC(C)C(=O)Nc1cccc(NC(=O)c2cc3ccccc3o2)c1,1,-3,-60,-1,3.1,-38,9,1
CCOc1ncccc1C(=O)NCC(c1ccccc1)N(C)C (centres undefined),-2,-7,-27,35,0.9,-12,-18,-5
Cc1cc2ccccc2n1CCNC(=O)c1ccc(S(=O)(=O)N2CCCCC2)cc1,19,32,-4,15,1.1,19,28,-2
CC(C)CNC(CC(=O)Nc1cccc([N+](=O)[O-])c1)C(=O)O (centres undefined),-10,-5,7,13,-2.4,5,-9,-4
O=C1CC(c2cccc([N+](=O)[O-])c2)c2cc3c(cc2N1)CCC3 (centres undefined),8,37,25,31,-2.6,2,15,-1
CCC1C(=O)N=C(SCC(=O)Nc2ccc(C)cc2)N(c2ccccc2)C1=O (centres undefined),10,-1,-1,21,1.9,5,-7,1
CN(c1ccc(OCC(=O)OCC(=O)Nc2cccc([N+](=O)[O-])c2)cc1)S(=O)(=O)c1ccc(F)cc1,13,2,2,13,2.0,-1,15,-2
COc1ccccc1-n1c(SCC(=O)NC2CCCC2)nc2cccnc21,1,15,-1,18,-0.4,2,12,-1
Cc1ccccc1NC(=O)COC(=O)CCc1c[nH]c2ccccc12,5,23,13,-4,-2.0,16,11,2
Oc1cccc2ccc(Nc3ccccn3)nc12,13,52*,25,72*,7.5,-29,67*,14

The listing continues:
molecule,TIM10 inh,tim23-1 inh,Jurkat NFkB inh,Mdm2 MdmX PPI,UPR CHOP act,697 NFkB inh,tim10-1 inh,XBP1 UPR activ
COc1cc(C(=O)NC(=S)Nc2ccc(Cc3ccncc3)cc2)cc(OC)c1OC,14,40,-14,15,3.6,18,47*,8
CC(=O)c1ccc(OC(=O)CN2C(=O)c3ccccc3C2=O)cc1,6,9,11,-24,-0.1,13,17,-1
CCOc1ccccc1C(=O)NCC(=O)NCC1CCCCC1,-9,12,-2,6,1.0,4,1,4
CCN(CC)S(=O)(=O)c1cccc2cc(C(=O)O)c(O)cc12,-14,5,11,21,-2.2,26,1,1
Cc1ccn2c(Nc3ccc4c(c3)OCO4)c(-c3ccc(O)cc3)nc2c1,19,23,-16,6,0.9,-25,21,1
N#CC1(NC(=O)COc2ccc(C(N)=O)cc2)CCCC1,14,2,-3,8,-1.4,12,3,2
CC1=CC(C)(C)N=C(NC#N)N1,7,9,-4,13,-1.3,16,10,-2
CCOC(=O)c1sc(Nc2cccc(Cl)c2)nc1C,5,34,-18,-47,4.1,-36,30,3
Cc1sc2nc(CSCC(=O)N(C)CC(=O)Nc3ccc(F)cc3)[nH]c(=O)c2c1C,12,5,-13,6,1.2,-14,19,2
CCC(Sc1nc2ccccc2s1)C(=O)Nc1cc(C)on1 (centres undefined),-36,12,-8,11,1.4,0,2,0
CN=C1C=C/C(=N/N=c2\ccn(O)cc2C)C=C1C,15,21,2,37,1.9,-5,17,3
C=CCn1c(SCC(=O)O)nnc1-c1ccc(C(C)(C)C)cc1,3,12,0,12,-0.9,2,31,-5
CC1CN(C(=O)c2cc(COc3c(F)cccc3F)on2)CCN1C (centres undefined),-4,9,-3,3,-0.2,8,1,2
CCOC(=O)c1c(-c2ccc(OC)cc2)csc1NC(=O)CCN1C(=O)c2ccccc2C1=O,12,17,1,10,-0.7,14,14,-2
COc1ccccc1N1CCN(C(=O)CN(CCc2ccccc2)S(C)(=O)=O)CC1,12,6,13,8,-2.3,8,2,-2
COc1ccccc1-n1cc(CN2CCN(C3CCCC3)C(CCO)C2)cn1 (centres undefined),-7,8,-17,14,-2.3,-8,13,-3
COC(=O)c1c(NC(=O)c2ccc(Br)o2)sc(C)c1C,-7,-2,-18,-16,3.1,-30,10,4
O=C(NCc1ccc(Cl)cc1)C(=O)NCC(c1ccco1)N1CCOCC1 (centres undefined),-11,-18,3,18,1.4,7,-3,-2
N#CC1=C2SCN(Cc3ccccc3)CN2C(=O)CC1c1ccccc1F (centres undefined),-12,4,7,-4,1.2,6,8,-4
O=C(N/N=C/c1ccc(F)cc1)c1ccncc1,-3,-5,-8,-1,4.1,9,-8,0
COc1cccc(C(=O)Oc2cc(N)n(S(=O)(=O)c3ccc(C)cc3)n2)c1OC,25,32,14,18,-4.0,11,36,0
O=C(CCl)Nc1cccc(S(=O)(=O)NC2=NCCCCC2)c1,7,18,9,62*,167*,-12,14,20
CC(C(=O)NCC1CCCO1)c1ccc([N+](=O)[O-])cc1 (centres undefined),-10,15,-17,3,-2.2,-4,9,-1
Cc1nc(-c2ccc(NC(=O)C3CCCCC3)cc2)cs1,6,18,-138,-124,7.7,-5,14,-1
Cc1nc2scc(-c3ccc(Cl)cc3)c2c(=O)o1,14,9,-3,13,-1.0,3,6,0
COc1cc2c(cc1C1NC(=S)NC(C)=C1C(=O)N(C)C)CCCC2 (centres undefined),1,-5,-4,8,-0.6,-8,5,-1

High-throughput results from PubChem.
